Screening results: PubChem, several laboratories
NR5A2 inv ag: LRH-1 (NR5A2) inverse agonists, primary screen, cell-based, luminescence, HEK293T, StAR-luciferase reporter; Nuclear receptor subfamily 5 group A member 2 (Homo sapiens), O00482; LRH-1 transfected, 24 h; inhibition, % at 3.6 µM; 360,000 tested, 0.13% active; AID 602396, 2012;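 active = inhibition above the mean inhibition of all tested compounds plus 3 SD, cut at about 73% in these data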;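 note: 0% = DMSO wells and 100% = reporter-only cells lacking LRH-1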
NCOA1 inh: SRC1 coactivator transcriptional activity inhibitors, primary screen, cell-based, luminescence | Nuclear receptor coactivator 1 (Homo sapiens), Q15788 | HEK293 GAL4-SRC1 luciferase reporter | inhibition, % at 3.6 µM | 360,000 tested, 0.12% active;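 active = inhibition above the campaign mean plus 3 SD, with each screening campaign given its own cutoff, cut at about 60% in these data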;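 note: 0% = DMSO treated cells and 100% = gossypol at 36 µM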
TRAIL sens C8: viability loss with TRAIL in NB7+C8 cells, primary screen, TRAIL sensitizer project, cell-based, ATPlite luminescence; 360,000 tested, 1% active; inhibition (viability loss, TRAIL sensitization), % at 10 µM; AID 624354, 2012;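 active = compounds causing at least 50% loss of cell viability in the single-dose screen, relative to plate controls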
SRC3 inh: SRC3 coactivator transcriptional activity inhibitors, primary screen, cell-based, luminescence; Nuclear receptor coactivator 3 (Homo sapiens), Q9Y6Q9; HEK293 GAL4-SRC3 luciferase reporter; inhibition, % at 3.6 µM; 360,000 tested, 0.17% active; AID 588352, 2011;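 active = inhibition above a per-campaign cutoff, the mean of all compounds plus 3 SD, cut at about 60% in these data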;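 note: 0% = DMSO-treated cells and 100% = gossypol-treated cells at 36 µM; higher means less SRC3-driven luciferase light from the GAL4 reporter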
Target sequence (Q9Y6Q9 whole entry, looked up, the tested form may be a part): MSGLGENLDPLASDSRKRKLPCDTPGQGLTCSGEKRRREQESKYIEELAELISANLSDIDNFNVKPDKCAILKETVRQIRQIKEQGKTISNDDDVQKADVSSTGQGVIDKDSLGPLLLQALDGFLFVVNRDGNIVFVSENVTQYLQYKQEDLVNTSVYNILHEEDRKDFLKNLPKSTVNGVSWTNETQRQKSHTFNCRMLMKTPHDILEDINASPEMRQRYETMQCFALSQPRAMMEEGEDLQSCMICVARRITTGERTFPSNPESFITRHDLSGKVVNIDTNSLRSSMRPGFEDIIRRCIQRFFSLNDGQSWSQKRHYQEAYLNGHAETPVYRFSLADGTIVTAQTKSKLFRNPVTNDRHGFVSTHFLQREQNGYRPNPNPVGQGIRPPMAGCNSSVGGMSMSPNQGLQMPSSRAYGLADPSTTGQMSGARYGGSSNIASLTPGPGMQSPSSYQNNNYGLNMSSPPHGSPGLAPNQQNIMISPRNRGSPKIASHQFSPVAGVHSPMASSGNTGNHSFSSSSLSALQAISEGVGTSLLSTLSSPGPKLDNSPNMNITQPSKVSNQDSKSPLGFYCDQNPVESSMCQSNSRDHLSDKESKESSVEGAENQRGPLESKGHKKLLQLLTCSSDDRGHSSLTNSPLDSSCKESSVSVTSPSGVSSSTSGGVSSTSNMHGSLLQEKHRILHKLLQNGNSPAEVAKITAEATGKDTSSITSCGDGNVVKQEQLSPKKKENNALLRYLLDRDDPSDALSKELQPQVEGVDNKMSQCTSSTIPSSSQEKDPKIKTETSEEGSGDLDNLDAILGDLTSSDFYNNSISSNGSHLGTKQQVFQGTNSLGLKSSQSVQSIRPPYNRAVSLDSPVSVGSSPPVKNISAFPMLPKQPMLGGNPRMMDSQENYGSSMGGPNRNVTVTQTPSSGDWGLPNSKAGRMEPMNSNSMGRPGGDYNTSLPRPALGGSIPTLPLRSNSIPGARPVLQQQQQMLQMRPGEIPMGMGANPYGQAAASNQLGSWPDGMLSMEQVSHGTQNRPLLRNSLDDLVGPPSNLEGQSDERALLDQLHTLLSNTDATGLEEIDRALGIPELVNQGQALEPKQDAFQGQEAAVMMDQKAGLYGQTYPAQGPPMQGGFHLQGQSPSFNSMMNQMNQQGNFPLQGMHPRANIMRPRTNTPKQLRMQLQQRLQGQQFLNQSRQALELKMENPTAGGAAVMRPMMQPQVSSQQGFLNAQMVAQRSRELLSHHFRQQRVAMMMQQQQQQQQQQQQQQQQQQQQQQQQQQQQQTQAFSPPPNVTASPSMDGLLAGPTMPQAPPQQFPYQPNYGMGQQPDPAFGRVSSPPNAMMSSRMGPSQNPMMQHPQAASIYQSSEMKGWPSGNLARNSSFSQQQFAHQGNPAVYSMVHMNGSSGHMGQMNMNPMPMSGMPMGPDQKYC
TROY signal inh: inhibitors of TROY-driven NF-kB signaling, primary screen, Q293 LMP1-TROYcd cells, NF-kB luciferase, uHTS; Q293 LMP1-TROYcd NF-kB luciferase reporter, 4 h; inhibition, % at 10 µM; 360,000 tested, 0.98% active; AID 1347056, 2019;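 active = compounds whose plate-normalised and pattern-corrected inhibition of the luciferase reporter signal at the single screening dose is 50% or more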
LMP1 NFkB inh: EBV LMP1-driven NF-kappaB luciferase reporter inhibitors, primary screen, cell-based, luminescence, single point | inhibition, % at 12.5 µM | LMP1-induced NF-kappaB luciferase reporter cells | 350,000 tested, 0.69% active; in the data active = inhibition above about 41%;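 note: 0% = neutral control wells and 100% = reference inhibitor control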
NOD2-RIPK2 inh: NOD2-RIPK2 binding disruptors in cells, primary screen, fluorescence, CHO cells, BLA complementation; Receptor-interacting serine/threonine-protein kinase 2 (Homo sapiens), O43353; CCF4 ratio; inhibition, % at 4.98 µM; 360,000 tested, 0.38% active; AID 624267, 2012; in the data active = inhibition above about 21%;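 note: 0% = vehicle only and 100% = reference blocker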
SRC2 inh: inhibition of GAL4-SRC2 driven luciferase reporter, primary screen, SRC2 inhibitor project, cell-based, luminescence. Nuclear receptor coactivator 2 (Homo sapiens), Q15596. HEK293 GAL4-SRC2 luciferase reporter. inhibition, % at 9 µM. 370,000 tested, 0.17% active;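 active = inhibition above the mean inhibition of all tested compounds plus 3 SD, set per campaign, cut at about 52% in these data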;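 note: 0% = DMSO treated cells and 100% = cells given Gossypol at 36 µM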
TLR9-MyD88 inh: inhibitors of TLR9-MyD88 association in cells, primary screen, cell-based, CHO, BLA complementation, fluorescence. Toll-like receptor 9 (Homo sapiens) + Myeloid differentiation primary response protein …. CCF4 FRET ratio. inhibition, % at 4.98 µM. 340,000 tested, 0.21% active. AID 504734, 2011;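 active = inhibition above the mean over all tested compounds plus 3 SD, cut at about 21% in these data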;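 note: 0% = DMSO only wells and 100% = clavulanate BLA inhibitor control wells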
COUP-TFII inh: NR2F2 transcriptional activity inhibitors, primary screen, cell-based, luciferase reporter, HEK293T, luminescence. inhibition, % at 8.6 µM. 370,000 tested, 0.7% active. AID 686940, 2013. HEK293T NGFI-A luciferase reporter. COUP transcription factor 2 (Homo sapiens), P24468;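 active = inhibition above a per-plate cutoff, mean inhibition of test wells between control levels plus 3 SD, cut at about 38% in these data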;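 note: cells cotransfected with COUP-TFII expression vector driving the NGFI-A reporter; 0% = median of COUP-TF2 test wells and 100% = reporter-only cells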
TWEAK-Fn14 inh: inhibitors of TWEAK-Fn14 signaling, primary screen, luciferase reporter cells, uHTS. TWEAK-stimulated Fn14 reporter cells, luciferase luminescence, 8 h. inhibition, % at 10 µM. 360,000 tested, 2% active; in the data active = inhibition above about 50%
An asterisk follows results filed as active; x = no result given.

SMILES	NR5A2 inv ag	NCOA1 inh	TRAIL sens C8	SRC3 inh	TROY signal inh	LMP1 NFkB inh	NOD2-RIPK2 inh	SRC2 inh	TLR9-MyD88 inh	COUP-TFII inh	TWEAK-Fn14 inh
NC(c1csc(Nc2cnccn2)n1)C1CCCCC1 (stereo unspecified)	12	-13	8	-11	3	x	-13	-2	x	4	-15
CC[C@H](C)C(C(=O)N1CCN(C(=O)OC(C)(C)C)CC1)n1cc(C(CO)NC(=O)OC(C)(C)C)nn1 (stereo partly specified)	4	-1	-6	-1	2	3	-2	-1	-9	-7	4
CN1CCC(=NNC(=O)CSc2ccc(Cl)cc2)CC1	14	9	1	7	10	6	2	-6	3	16	1
Cc1ccc(SCCN2CCC(C)CCC2=O)cc1 (stereo unspecified)	-82	-103	4	-81	-69	-21	-1	-52	-1	-55	-6
COC(=O)NC1(C(=O)O)CCCC1	3	-2	-6	7	22	0	-5	-9	-3	-2	4
CC(C)C(OC(=O)CCC(=O)Nc1nccs1)C(=O)NC1CCCCC1 (stereo unspecified)	9	-5	-10	10	14	-7	5	3	-3	-5	18
CCc1ccc2oc(C(=O)NCc3ccncc3)c(C)c2c1	46	9	14	-4	-21	7	8	-7	-6	19	5
COC(=O)[C@H](Cc1ccc(O)cc1)NC(=O)Cn1cnc2c(OCc3ccccc3)ncnc21	8	-4	-6	-4	-6	-3	-3	-23	-6	-11	-6
CCC(Sc1nc2cc3c(cc2c(=O)n1Cc1ccco1)OCO3)C(=O)NCCOC (stereo unspecified)	4	-18	-8	7	0	-1	-4	0	-8	-13	-3
O=C(c1ccc2c(c1)OCO2)N1CCN(c2ncccn2)CC1	9	15	-1	13	8	1	-8	19	1	3	14
CCOC(=O)c1c(NC(=O)C2C3C=CC(C3)C2C(=O)O)sc2c1CCCC2 (stereo unspecified)	20	-3	-9	28	11	-4	3	-18	-12	-6	28
COCc1cc(=O)n2[nH]c(N)nc2n1	4	3	1	13	-2	3	0	-13	2	-3	-2
Cc1csc2ncc(C(=O)Nc3ccccc3Cl)c(=O)n12	-15	-18	-1	-31	-55	-37	3	-14	-6	3	-30
COc1ccc(CSCCNC(=S)Nc2ccccc2)cc1Cl	14	-60	-4	15	20	-9	8	9	8	5	-2
O=C(Cc1n[nH]c(=O)c2ccccc12)NCc1ccccn1	-4	-2	3	-7	-11	-3	-3	-10	9	-3	6
O=C(COC(=O)c1ccc2c(c1)OCCO2)NCc1ccc(Cl)cc1	-9	4	-17	12	16	18	-4	21	4	2	14
CCc1ccccc1NC(=O)COC(=O)c1cccs1	9	-16	14	11	-11	1	-5	10	-2	4	-1
NC(=O)c1ncc(C(F)(F)F)cc1Oc1cccc(F)c1	29	5	-14	-9	-4	-18	0	-14	-2	-18	-14
CCOC(=O)N1CCN(S(=O)(=O)c2ccc(OCC(=O)OC)c(Cl)c2)CC1	14	-9	-18	5	-4	-8	5	-3	-9	13	4
CC12CCC(C(=O)N(CC(=O)O)C1=O)C2(C)C (stereo unspecified)	13	1	-1	3	1	2	-7	-4	-3	9	-5
CC(=O)c1ccc(N2CCN(CC(=O)N(C3CC3)C3CCS(=O)(=O)C3)CC2)c(F)c1 (stereo unspecified)	-4	7	1	0	7	-5	0	4	-15	17	8
O=c1[nH]c(=S)[nH]cc1Oc1ccc(Cl)cc1Cl	7	12	-10	-1	-15	-1	1	-2	4	9	11
CCC(C)NC(=O)CN(c1cc(Cl)ccc1OC)S(C)(=O)=O (stereo unspecified)	-9	-2	17	10	3	-11	-11	0	2	14	4
COc1ccc(S(=O)(=O)CCC(=O)N2CCN(c3ccc([N+](=O)[O-])cc3)CC2)cc1	-5	-7	10	6	2	12	1	7	-2	-2	16
CC/C(=N\NC(=O)CSCc1ccccc1Cl)c1ccc2c(c1)OCCO2	9	-23	-1	-6	-9	2	-2	-2	-2	16	4
Next part
SMILES	NR5A2 inv ag	NCOA1 inh	TRAIL sens C8	SRC3 inh	TROY signal inh	LMP1 NFkB inh	NOD2-RIPK2 inh	SRC2 inh	TLR9-MyD88 inh	COUP-TFII inh	TWEAK-Fn14 inh
CC(C)Cc1nnc(NC(=O)CCC(=O)NC2CCCc3ccccc32)s1 (stereo unspecified)	-30	-22	-7	4	12	3	-11	-20	-11	-7	12
O=C(NCCc1ccc(Cl)cc1)C1CCC(CNc2nc(=S)[nH]c3ccccc23)CC1 (stereo unspecified)	-3	-26	3	9	24	15	-3	-14	0	-23	-34
COCCC(=O)Nc1ccc2c(c1)CN(C(=O)CSC)CC2	6	-4	-8	18	6	0	-2	11	1	-16	1
COc1cccc(-c2nc3nc(C)cc(C)n3c2NCc2ccccc2)c1	17	x	-14	x	-13	x	-3	13	x	-7	-3
CC1(C(=O)O)CCC(C(N)=O)C1(C)C (stereo unspecified)	0	4	-4	18	-4	-8	-5	1	6	12	-20
NC(=S)N=Nc1c(O)n(Cc2ccc(Br)cc2)c2ccccc12	5	7	-14	31	20	25	8	6	5	13	-5
CCN1CCN(c2ccc(S(=O)(=O)N3CCCCC3)cc2NC(=O)/C=C/c2ccc(F)cc2)CC1	-15	-8	4	-6	3	2	7	-19	10	-20	-1
C=CCN1C(=O)[C@@H]2Cc3c([nH]c4ccccc34)C(c3ccc(O)cc3)N2C1=S (stereo partly specified)	21	-11	16	16	7	-9	-8	x	-9	x	-7
O=C(CSC1CS(=O)(=O)c2cc([N+](=O)[O-])ccc21)NNC(=O)c1ccc(Cl)cc1 (stereo unspecified)	14	-13	12	-8	-15	2	-2	6	-14	-16	4
O=C(COC(=O)Cc1ccc(F)cc1)NC1CCCCCC1	-1	2	-4	9	-32	0	0	-13	-9	-4	-7
Cc1ccc(-c2noc(C3CCCN(C(=O)c4ccccc4)C3)n2)o1 (stereo unspecified)	-118	-90	2	-83	-24	-20	1	-5	13	-17	1
CCN(CC)CCn1c2c(c(SCC(=O)Nc3cccc4ccccc34)nc1=O)CCC2	-8	4	-6	20	-23	-2	-2	-6	-2	-14	14
COC(=O)c1ccc(COC(=O)c2cc3ccccc3oc2=O)cc1	-15	-6	-1	-23	-22	-5	6	-12	-2	-12	-32
O=C(CCCN1C(=O)C2C3C=CC(C3)C2C1=O)N1CCN(c2ccccc2)CC1 (stereo unspecified)	4	2	-6	-6	12	0	3	-8	2	-19	4
Cc1ccccc1S(=O)(=O)NC(=O)C1(C)CCN1C(=O)CC1CCCCC1 (stereo unspecified)	-5	11	-9	14	4	x	-5	-8	x	-17	-10
Cc1cccc(OCCC(=O)Nc2ccccc2C(N)=O)c1	-34	-14	-7	-6	-2	-3	-6	-7	-7	-6	23
O=C(CCSc1ccccc1)NCCSCc1ccco1	-7	-3	-14	10	-62	5	8	3	9	15	-41
COC(=O)c1nc[nH]c1C(=O)OC	6	-7	4	16	-15	-7	-7	-7	-5	2	-13
O=C(CN1CCN(S(=O)(=O)c2ccc(Br)cc2)CC1)N/N=C/c1ccc(Cl)c([N+](=O)[O-])c1	11	7	3	8	4	0	33*	-11	16	-3	-5
CC(Oc1ccc2ccccc2c1)C(=O)NNC(=S)NC(=O)c1ccco1 (stereo unspecified)	3	-12	-11	8	7	1	-4	-23	-5	-11	-89
Cc1ccsc1C(=O)OCC(=O)NC1CCCC(C)C1C (stereo unspecified)	-4	-22	13	-11	-36	-5	-1	-10	5	4	-22
Cc1cccc(CNc2ncnc3ccc(-c4ccccc4Cl)cc23)c1	3	-6	-4	-18	18	-7	3	10	-1	3	-10
CCn1cc(/C=C/C(=O)NCc2c(C)nn(C)c2C)cn1	6	9	-5	-3	-8	1	-8	7	3	-14	10
COc1ccc(CNc2ccc(Br)cc2)cc1	-15	-68	-10	-30	-61	-11	-1	-30	-1	-18	-31
COC(=O)Cn1c(=NC(=O)c2ccc(S(=O)(=O)N3CCOCC3)cc2)sc2cc(S(N)(=O)=O)ccc21	12	-5	-13	1	1	4	-6	-6	1	-11	-13

Just TRAIL sens C8, SRC3 inh and TROY signal inh, for 2 of the compounds above:
Compound	TRAIL sens C8	SRC3 inh	TROY signal inh
CC1(C(=O)O)CCC(C(N)=O)C1(C)C (stereo unspecified)	-4	18	-4
Cc1ccccc1S(=O)(=O)NC(=O)C1(C)CCN1C(=O)CC1CCCCC1 (stereo unspecified)	-9	14	4

Later entries
SMILES	NR5A2 inv ag	NCOA1 inh	TRAIL sens C8	SRC3 inh	TROY signal inh	LMP1 NFkB inh	NOD2-RIPK2 inh	SRC2 inh	TLR9-MyD88 inh	COUP-TFII inh	TWEAK-Fn14 inh
COc1c(-c2ccc([N+](=O)[O-])cc2[N+](=O)[O-])c(=O)n(C)c(=O)n1C	-1	8	-7	-18	16	2	2	-3	-13	-17	-7
COc1ccc(/C=N/Nc2ncnc3sc(C)c(C)c23)cc1	-19	-23	-4	-17	10	-18	14	-21	4	6	5
CCCN=C1CC(C)(C)CC(=O)/C1=C(/O)CCC	9	-26	2	8	-3	3	5	-13	5	-24	1
CCC(CC)C(=O)N(C)c1c(C)nc2c(OCc3ccc(OC(F)F)cc3)cccn12	12	28	-10	20	-7	x	-3	-10	x	24	9
CCOC(=O)c1cc(-c2ccccc2)sc1NC(=O)C(C)OC(=O)c1ccncc1 (stereo unspecified)	13	-2	37	5	-3	18	1	-3	-19	23	-17
NC(CO)c1csc(Nc2ccc(C(F)(F)F)cn2)n1 (stereo unspecified)	21	-1	5	-18	-8	x	-7	-17	x	7	-10
O=C(/C=C/c1ccc([N+](=O)[O-])cc1)NCC1CCCO1 (stereo unspecified)	-21	-29	7	-10	-20	3	4	-10	-4	-5	-26
Cc1ccc(S(=O)(=O)N2CCN(C(=O)CN3CCCCC3)C2C(C)C)cc1 (stereo unspecified)	-1	-11	4	-6	-18	-1	6	x	6	x	-15
CCOC(=O)N1CCN(C(=O)c2ccc(CS(=O)(=O)c3ccccc3OC)o2)CC1	-10	-2	14	5	4	2	-9	2	-8	8	5
COc1cc(C2NC(=O)NC(O)(C(F)(F)F)C2C(C)=O)cc(OC)c1OC (stereo unspecified)	3	-48	0	3	18	0	1	-14	-14	6	-9
CC(C)c1ccc(Nc2nc(NCc3ccco3)nc(N3CCOCC3)n2)cc1	-13	0	13	8	10	-40	5	7	-16	-10	5
Cc1ccc(F)cc1NC(=O)C1CC(=O)N(CCc2ccccc2)C1 (stereo unspecified)	4	-3	-2	6	7	-2	-11	17	-2	5	11
O=C(CN(Cc1ccccc1F)C(=O)c1ccco1)NCc1ccc(F)cc1	19	6	4	18	7	-1	-8	-24	-13	7	-8
COc1cc(/C=N/N=C(/N)c2nonc2N)cc(Br)c1OCc1cccc(C)c1	-150	-27	10	5	-19	12	1	-45	0	-3	-6

Some of the compounds tested, so the mix of outcomes need not match the whole.
